# Screens as filed in PubChem.
# TWEAK-Fn14 inh: inhibitors of TWEAK-Fn14 interaction signaling; TWEAK-stimulated Fn14 reporter cells, luciferase luminescence, 8 h; inhibition, % at 10 µM; actives 2% (n = 360,000); in the data active means inhibition above about 50%
# NCOA3 inh: inhibits human SRC3 coactivator | inhibition, % at 3.6 µM | AID 588352 | HEK293 GAL4-SRC3 luciferase reporter, luminescence | actives 0.17% (n = 360,000);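 active means inhibition above a per-campaign cutoff, the mean of all compounds plus 3 SD, cut at about 60% in these data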;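 further: 0% = DMSO-treated cells and 100% = gossypol-treated cells at 36 µM; higher means less SRC3-driven luciferase light from the GAL4 reporter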
# C8 TRAIL sens: sensitizes caspase-8 expressing cells to TRAIL | actives 1% (n = 360,000) | NB7+C8 cells + TRAIL, ATPlite viability luminescence | inhibition (viability loss, TRAIL sensitization), % at 10 µM;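 active means compounds causing at least 50% loss of cell viability in the single-dose screen, relative to plate controls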
# KKLEB tox: reduces viability of KKLEB cystic fibrosis airway cells. KKLEB CF airway cells viability, ATPlite luminescence, overnight; hits give low values; cells stimulated with P. aeruginosa culture filtrate. activity change (cytotoxicity), % at 5 µM. actives 0.36% (n = 360,000);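 active means corrected activity change at or below -50% at 5 µM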
# COUP-TFII inh: NR2F2 (human) inhibition, primary screen; actives 0.7% (n = 370,000); HEK293T NGFI-A luciferase reporter, luminescence; inhibition, % at 8.6 µM; AID 686940; P24468;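 active means inhibition above a per-plate cutoff, mean inhibition of test wells between control levels plus 3 SD, cut at about 38% in these data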;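 further: cells cotransfected with COUP-TFII expression vector driving the NGFI-A reporter; 0% = median of COUP-TF2 test wells and 100% = reporter-only cells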
# NR5A2 inv ag: NR5A2 inverse agonism in reporter assay; O00482; HEK293T StAR-luciferase reporter, LRH-1 transfected, 24 h; inhibition, % at 3.6 µM; actives 0.13% (n = 360,000);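 active means inhibition above the mean inhibition of all tested compounds plus 3 SD, cut at about 73% in these data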;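 further: 0% = DMSO wells and 100% = reporter-only cells lacking LRH-1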
# NCOA1 inh: inhibitors of human steroid receptor coactivator 1 (SRC1) | Q15788 | HEK293 GAL4-SRC1 luciferase reporter, luminescence | inhibition, % at 3.6 µM | actives 0.12% (n = 360,000) | AID 588354;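 active means inhibition above the campaign mean plus 3 SD, with each screening campaign given its own cutoff, cut at about 60% in these data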;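 further: 0% = DMSO treated cells and 100% = gossypol at 36 µM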
# TROY signal inh: blocks TROY-dependent signaling in reporter cells | Q293 LMP1-TROYcd NF-kB luciferase reporter, 4 h | inhibition, % at 10 µM | actives 0.98% (n = 360,000) | AID 1347056;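 active means compounds whose plate-normalised and pattern-corrected inhibition of the luciferase reporter signal at the single screening dose is 50% or more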
# Shn3 3UTR inh: reduces Shn3 3'UTR luciferase signal in osteoblasts | inhibition, % at 12.5 µM | Clone20 osteoblast Shn3 3'UTR firefly luciferase, 24 h | actives 0.52% (n = 360,000) | AID 588674;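 active means mean inhibition of at least 75% with every replicate also reaching 75%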;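 further: 0% = median of neutral control wells and 100% = pilot-screen positive control compound; some compounds past the cut are filed as inactive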
# CF NFkB inh: cystic fibrosis NF-kB activation inhibition; KKLEB NF-kB-GFP reporter, PAF-induced, GFP fluorescence overnight; inhibition, % at 5 µM; actives 0.86% (n = 360,000); AID 588850;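 active means at least 50% inhibition at 5 µM, scaled per plate between neutral and stimulator controls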;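 further: PAF is a Pseudomonas aeruginosa culture filtrate used as stimulus; plate controls were PAF-stimulated DMSO wells for no effect and unstimulated DMSO wells for full effect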
# EBV LMP1 NFkB: inhibitors of Epstein-Barr LMP1-induced NF-kappaB reporter. AID 504558. inhibition, % at 12.5 µM. LMP1-induced NF-kappaB luciferase reporter cells, luminescence. actives 0.69% (n = 350,000); in the data active means inhibition above about 41%;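 further: 0% = neutral control wells and 100% = reference inhibitor control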
# * hit, by the source's call; x = no result given; & = joins results of further samples.
SMILES,TWEAK-Fn14 inh,NCOA3 inh,C8 TRAIL sens,KKLEB tox,COUP-TFII inh,NR5A2 inv ag,NCOA1 inh,TROY signal inh,Shn3 3UTR inh,CF NFkB inh,EBV LMP1 NFkB
Cc1onc(-c2c(Cl)cccc2Cl)c1C(=O)N1CCN(c2ccc(F)cc2)CC1,11,0,11,-10,1,-19,-8,15,10,21,-1
CC(C)c1ccc(OCc2ccc(C(=O)N3CCN(c4ccccn4)CC3)cc2)cc1,46,-15,11,2,12,-18,-32,-23,6,-7,-7
CC1CCN(C(=O)CCc2ccc(Oc3cc([N+](=O)[O-])cc([N+](=O)[O-])c3)cc2)CC1,1,15,1,0,0,-8,-1,30,7,2,9
CCc1ccc(NC(=S)NC(=O)c2c(-c3ccccc3Cl)noc2C)cc1,3,-10,-10,0,-48,-4,-1,6,4,11,2
N#Cc1cn(CCCOc2ccccc2)c2ccccc12,-90,-11,10,-2,4,0,-4,-43,-20,3,-6
C=C1C[C@@H]2C[C@@H]2CN(S(=O)(=O)c2ccc(C)cc2)[C@@H]1c1ccco1,10,x,-8,x,20,-8,x,16,x,x,x
Cc1c(C)c2c(OCC(=O)NCc3ccco3)cc3c(c2oc1=O)CCC(C)(C)O3,-16,-1,33,8,-12,11,-4,5,7,20,5
C[C@H]1CN([C@@H](C)CO)C(=O)CCCn2cc(nn2)CO[C@@H]1CN(C)C(=O)Nc1ccc(N2CCN(C)CC2)cc1,-1,-3,14,10,-2,28,13,3,16,-4,1
O=c1[nH]cccc1-c1nc2cc(Cl)ccc2n1Cc1ccccc1,-3,9,27,-8,-8,-16,5,6,25,10,-1
O=C(COc1ccc(Br)cc1)N1CCN(c2ccc([N+](=O)[O-])c(N3CCCCC3)c2)CC1,-14,13,3,-2,6,27,19,6,5,-5,10
Cc1cccc(OC2CCN(Cc3c(C(=O)N4CCCC4)nc4ccccn34)CC2)c1,-6,-3,2,-12,1,5,6,2,3,13,-1
COc1ccc2c(=O)c(-c3cnn(-c4ccccc4)c3)c(C)oc2c1,-13,-10,-2,16,6,-5,-18,-1,-6,-27,-6
CN(CC(=O)Nc1c(Cl)cccc1Cl)C(=O)Cn1[nH]c(=O)c2ccccc2c1=O,-9,10,4,-3,2,2,-2,1,8,-1,-8
O=C1CC(N2C(=O)/C(=C/C=C/c3ccccc3)SC2=S)C(=O)N1c1ccccc1 (stereo not given),0,-11,5,7,-12,-18,8,-22,1,-13,-6
CCNC(=O)Nc1cc2nc(C)n(Cc3ccc(Br)cc3)c2nc1C,2,15,-1,2,-12,-8,-9,-5,14,-15,-6
COc1ccc(CN2C(=O)C(C)Nc3ncnc(N4CCN(c5ccccc5)CC4)c32)cc1 (stereo not given),6&-4,-9&-4,3&-9,-13&-1,-9&-8,-10&-2,-14&-21,-1&2,0&-4,12&-13,0
Cc1ccccc1NC(=O)c1cccc(C(F)(F)F)c1,-13,14,-5,13,-4,-32,-4,-18,0,-12,-1
COc1ccc(CN(C)C(=O)c2cccc(S(=O)(=O)N3CCCc4ccccc43)c2)c(OC)c1OC,23,9,4,-8,30,-10,4,36,10,20,15
Cc1cc(/C=N/NC(=O)COc2cccc3cccnc23)c(C)n1-c1ccc(O)cc1,8,12,-11,7,-1,3,4,6,-5,-13,-2
Cc1cc(C(=O)CCC(=O)Nc2ncccc2C)c(C)s1,10,-5,6,-2,11,5,-3,-14,-10,13,0
CC(=O)NCCC(=O)Nc1nc(-c2c[nH]c3ccccc23)cs1,16,-17,-1,7,-6,1,-11,-10,7,-2,-2
Cc1ccccc1NC(=O)Nc1c(C)n(C)n(-c2ccccc2)c1=O,-7,-3,-2,-4,7,0,5,-14,2,-4,-11
O=c1[nH]c2cccnc2n1-c1ccc([N+](=O)[O-])cc1,24,-10,12,5,3,15,-40,-1,3,-20,-2
Cc1cc(=O)oc2cc(NC(=O)CN3C(=O)NC(C)(c4ccccc4)C3=O)ccc12 (stereo not given),-16,20,-22,2,9,-1,-21,1,-17,-13,0
CCS(=O)(=O)c1ccc(C=NNc2nc3ccccc3o2)cc1,-1,-95,2,-2,-34,-134,-98,-55,-91,-8,-34
COCC1CCCN(Cc2cn(-c3ccccc3)nc2-c2ccc3c(c2)OCO3)C1 (stereo not given),-6,-2,-14,3,5,-2,-25,2,7,-20,-6
O=C(Nc1cccc(Cl)c1)NC1CC2CCC1C2 (stereo not given),-17,-41,-7,-5,-28,-23,-59,-48,-23,9,-3
CCOC(=O)c1sc(NC(=O)C2CC(=O)N(c3ccccc3OC)C2)nc1C (stereo not given),22,-16,-22,10,-9,6,-5,6,0,-15,-4
Cc1ccccc1Cn1ccc(NC(=O)c2cc3nc(-c4ccco4)cc(C(F)(F)F)n3n2)n1,4,-6,-2,-3,-4,9,-1,-14,2,12,5
Cc1[nH]c(=O)nc(NN=Cc2ccc(Cl)cc2)c1C(=O)Nc1ccc(Cl)cc1,6,-6,-5,14,-5,-2,5,-4,4,0,-63
COc1ccc(NC(=O)C2CCN(C(=O)Cc3ccccc3)CC2)cc1OC,3,-5,-3,4,-20,6,6,-16,-10,-6,-2
O=C(Nc1ccccc1)C1=C[C@@H](c2ccc3c(c2)OCO3)C[C@@H](OCCCCO)O1,-27,-38,7,3,-17,-14,-53,9,-73,12,-11
CC(CNC(=O)CC(C)(C)C)NC(=O)CC(C)(C)C (stereo not given),-12,-14,2,-10,19,15,12,1,-5,5,-19
CCOCCCNC(=O)c1c(C)[nH]c(C(=O)OCC)c1C,-6,9,-5,-4,-19,-5,-5,0,2,13,1
COc1ccc(S(=O)(=O)N2CCOCC2)cc1NC(=O)c1ccc(-n2nc(C)cc2C)cc1,11,5,23,-2,5,-22,-9,25,-5,-6,-3
C=CCNC(=S)NNC(=O)c1ccc(C)c(Cl)c1,9,12,-9,2,-17,-28,-2,9,3,-5,-2
O=C(Cn1cc(C(F)(F)F)ccc1=O)N/N=C/c1ccc(Cl)cc1,9,-4,-5,-12,4,-16,-16,-2,-20,2,-3
CCOC(=O)N1CCN(c2ccc(F)cc2[N+](=O)[O-])CC1,4,11,6,-8,-7,3,9,11,1,14,-3
Cc1cc(C)n(-c2ncnc3sc4c(c23)CC(C)CC4)n1 (stereo not given),10,5,-5,13,-18,-2,-16,18,11,-28,3
Cc1ccc(S(=O)(=O)NC(CC(=O)NCC2CCCO2)c2ccccc2)cc1 (stereo not given),-3,3,0,7,1,1,5,-5,24,-24,16
COc1ccc(NC(=O)CCc2nc3ccccc3c(=O)[nH]2)cc1S(=O)(=O)N1CCCCC1,8,23,20,8,0,5,3,5,3,-5,9
Cc1cccc(C(=O)N2CC(=O)Nc3ccc(F)cc3C2c2ccc(F)cc2)c1 (stereo not given),15,12,-8,-2,-7,-17,-7,-4,-5,10,-13
COc1ccc(N2C(=O)c3cccc4c(N(C)CCO)ccc(c34)C2=O)cc1,-12,-63,-6,-6,3,-14,-43,-15,-25,0,6
CC(O)/C=C/C1OC(=O)CC1Nc1ccc(C=O)cc1 (stereo not given),-7,-3,-15,7,-1,-7,-47,-9,2,-3,-2
COc1ccc(C(=O)N[C@H](C(=O)OCC(=O)NC(=O)c2cccn2C)C(C)C)cc1,-24,19,-9,0,2,-19,-3,-23,-12,-8,-12
Cc1ccccc1CN1CCC(Oc2ccc(C(=O)NCc3ccccn3)cc2)CC1,-8,16,9,0,-20,-2,29,7,7,1,1
Cc1ccc(S(=O)(=O)N(C)CC(=O)OCC(=O)N2CCCC2=O)cc1,5,14,8,3,2,4,-5,18,15,-4,-6
COc1ccc(S(=O)(=O)Nc2ccc3c(c2)C(=O)N([C@H](C)CO)C[C@H](C)[C@@H](CN(C)C(=O)Nc2c(C)noc2C)OCCCC[C@H](C)O3)cc1,-20,0,-21,4,3,-2,-8,-1,-4,-13,-23
COc1ccc(C(=O)OCC(=O)NC(Cc2ccccc2)C(C)=O)cc1S(=O)(=O)N1CCCC1 (stereo not given),8,16,-11,-6,-3,20,-4,12,-130,6,-1
CC(=O)c1cccc(NC(=O)C(C)OC(=O)C2CCC2)c1 (stereo not given),5,-15,-20,2,16,-12,-28,5,13,19,-7
O=C1CS/C(=C/C(=O)c2cccc(Cl)c2)N1,7,-5,2,-6,-21,-12,-14,-17,3,12,-1
NC1=NC(=O)C(CC(=O)NCc2ccccc2)S1 (stereo not given),2,-5,-7,0,2,0,-8,-22,2,5,1
Cc1ccc(NCc2ccccc2)cc1,-6,4,0,8,5,4,-1,-38,-47,-48,-5
O=C(NCCN1CCN(c2ccccc2)CC1)Nc1ccccc1Br,25,-3,-1,3,12,6,1,-6,10,-4,-4
Cc1ccc(NC(=O)CN(C)C(=O)COC(=O)COc2ccc(C#N)cc2)cc1,-1,-2,-4,4,-16,25,-12,11,-17,0,-1
O=C(NCC(c1ccco1)N1CCCC1)c1cccc(S(=O)(=O)N2CCCCC2)c1 (stereo not given),-6,6,12,12,4,-4,-29,-3,54,-12,7
COc1cc(/C=C2/SC(=S)N(CC(=O)Nc3nc4ccccc4s3)C2=O)cc(OC)c1OC,-8,-14,-6,-10,19,6,1,17,1,0,-5
CC(=O)c1sc(Nc2ccc(C)cc2)nc1C,-1,4,0,-1,-11,-1,-1,-2,-7,-3,-3
O=C(CN1C(=O)NC(Cc2c[nH]c3ccccc23)C1=O)NCCc1ccc(F)cc1 (stereo not given),16,-15,9,-14,-8,28,15,15,17,2,-4
CCNC(=O)c1ccccc1NC(=O)C1CC(=O)N(C(C)C)C1 (stereo not given),6,-11,-2,5,9,22,-3,14,-13,0,0
# (continued)
SMILES,TWEAK-Fn14 inh,NCOA3 inh,C8 TRAIL sens,KKLEB tox,COUP-TFII inh,NR5A2 inv ag,NCOA1 inh,TROY signal inh,Shn3 3UTR inh,CF NFkB inh,EBV LMP1 NFkB
COc1cc(C)cc(OC)c1OCC(=O)Nc1cc(C)on1,-17,-11,-16,-7,-1,4,-32,9,4,-1,-5
CCOc1ccc(C(=O)Nc2ccc(N3CCN(C)CC3)cc2)cc1,-1,-13,-9,0,-23,6,-23,-13,-15,-21,-13
CCc1ccc(S(=O)(=O)ON2C(=O)c3ccccc3C2=O)cc1,3,12,-7,10,6,-4,13,-2,46,3,-2
CCC(C)Sc1cc(-c2nc3ccccn3c2NC2CCCCC2)ccc1OC (stereo not given),37&0,-13,43&-5,-10,9&-12,-19&2,0,1&-5,2,28,-9
CN1CCN(C(=O)CSc2nc(-c3ccco3)cc(C(F)(F)F)n2)CC1,-7,10,-3,3,6,7,-4,-6,14,13,2
N#C/C(=N\Nc1ccc(Cl)cc1)C(N)=S,60*,13,16,-39,32,23,-4,64*,11,61*,30
Cc1cc(C)n2nc(SCc3nnc(SCCCCl)o3)nc2n1,-5,9,-1,2,-3,-6,-18,-9,6,1,3

# These rows are one share of the data. The share of hits here may be higher or lower than overall.
